# NOD1 inhibition: NOD1 signaling inhibitors, primary screen, cell-based, luminescence, uHTS (AID 1578). inhibition, % at 4 µM; hits with a dose series show EC50 in µM. hit rate 1% among 290,000. NOD1-driven NF-kB luciferase reporter cells, luminescence; higher % means a stronger effect; in the data active = inhibition mostly above about 36%, no sharp cut-off; inactive = mostly below about 34%;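 note: HEK-293T reporter cells stimulated with the NOD1 agonist gamma-tri-DAP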
# NTR1 agonist: agonists of NTR1, primary screen, imaging, U2OS cells, beta-arrestin-GFP, high content (AID 493036). activation, % at 20 µM. NTR1-U2OS beta-arrestin-GFP spot imaging, agonist mode. Neurotensin receptor type 1 (Homo sapiens), P30989. hit rate 0.17% among 330,000;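 active = activation at or above 40% of the spot to cytoplasm intensity ratio, with at least 20 cells analyzed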;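 note: 0% = DMSO without peptide and 100% = 100 nM NTR1 peptide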
# Target sequence (P30989 whole entry, looked up): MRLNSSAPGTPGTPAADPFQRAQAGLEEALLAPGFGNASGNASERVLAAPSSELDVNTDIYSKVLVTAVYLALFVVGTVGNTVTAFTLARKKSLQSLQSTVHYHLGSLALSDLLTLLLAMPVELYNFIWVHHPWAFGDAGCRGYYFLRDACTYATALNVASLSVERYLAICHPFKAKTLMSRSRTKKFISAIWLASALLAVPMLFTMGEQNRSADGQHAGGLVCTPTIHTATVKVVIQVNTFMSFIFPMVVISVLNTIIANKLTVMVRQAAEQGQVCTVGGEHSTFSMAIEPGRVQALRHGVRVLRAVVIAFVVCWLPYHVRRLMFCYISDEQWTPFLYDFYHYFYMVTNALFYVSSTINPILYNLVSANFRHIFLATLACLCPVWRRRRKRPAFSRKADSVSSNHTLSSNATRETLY
# GPR55 beta-arrestin: GPR55 agonists via beta-arrestin recruitment, primary screen, imaging, U2OS cells, beta-arrestin-GFP redistribution (AID 1961); U2OS GPR55 beta-arrestin-GFP redistribution imaging; higher % means a stronger effect; activation, % at 10 µM, or EC50 in µM where a hit was titrated; G-protein coupled receptor 55 (Homo sapiens); hit rate 0.048% among 290,000;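 active = activation above 40% with more than 50 cells counted in the well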;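 note: U2OS osteosarcoma cells stably expressing GPR55 and beta-arrestin-GFP; plate controls were DMSO negative control for no effect and LPI positive control for full effect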
# HEK293 NOD2/NF-kB: NOD2 signaling inhibitors, cell-based, luminescence, uHTS, HEK293 (AID 1566). HEK293 NOD2/NF-kB luciferase reporter, luminescence; higher % means a stronger effect. inhibition, % at 4 µM, or EC50 in µM where a hit was titrated. hit rate 0.63% among 290,000; note: many of its hits are not listed in these tables
# CSM14.1 death rescue: rescue of cells from ER stress-induced death, primary screen, 384-well, CSM14.1, thapsigargin, ATP luminescence (AID 1222); cellular ATP content (survival), % at 20 µM, or EC50 in µM where a hit was titrated; 190,000 tested, under 10 active; CSM14.1 thapsigargin-induced death rescue, ATP luminescence; higher % means a stronger effect;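 active = EC50 below 50 µM in the dose-response confirmation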;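 note: death triggered by thapsigargin at about 15 µM added after 2 h compound pretreatment; cell ATP read after overnight thapsigargin exposure of roughly 18 to 22 hours; normalized against plate controls of thapsigargin alone and 5% DMSO vehicle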
# TNAP activators: human TNAP enzyme activators, primary screen, biochemical, luminescent, no phosphate acceptor, uHTS (AID 1001). Alkaline phosphatase, tissue-nonspecific isozyme (Homo sapiens). purified TNAP, luminescent activation assay, no phosphate acceptor; higher activation fold means a stronger effect. one-dose activation fold at 20 µM; EC50 in µM for titrated hits. hit rate 0.03% among 200,000; in the data active = activation fold from about 3, or a potency from the dose series; inactive = the rest, 99 in 100 with activation fold below about 1.6; note: many of its hits are not listed in these tables
# KOR beta-arrestin-1: KOR agonists, beta-arrestin recruitment, primary screen, cell-based, luminescence, uHTS (AID 1777). Kappa-type opioid receptor (Homo sapiens). KOR beta-arrestin recruitment, luminescence; higher % means a stronger effect. activation, % at 10 µM; hits with a dose series show EC50 in µM. hit rate 0.02% among 280,000; in the data active = activation above about 50%, passing the limit was not always enough; note: a part of the inactive calls stands beside numbers as strong as those of hits
# Yfh1-depleted yeast: enhancers of respiration in Yfh1-depleted yeast, dose response, Friedreich's ataxia, plus single-dose screen (AID 1465) | S. cerevisiae Yfh1-off respiration, WST-1 reduction, 72 h; higher fold induction means a stronger effect | fold induction at 50 µM, or EC50 in µM where a hit was titrated | hit rate 0.074% among 220,000;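 active = fold induction of absorbance versus untreated yeast above a set limit, then at least 30% activation at any dose in follow-up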;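 note: activators that raise dye reduction in frataxin-depleted yeast; strong numbers were not always called active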
# KOR beta-arrestin-2: KOR antagonists, beta-arrestin recruitment, cell-based, luminescence, uHTS (AID 1778). Kappa-type opioid receptor (Homo sapiens). KOR beta-arrestin recruitment, luminescence, antagonist mode; higher % means a stronger effect. one-dose inhibition, % at 10 µM; IC50 in µM for titrated hits. hit rate 0.091% among 290,000; note: strong numbers were not always called active
# NTR1 agonist cell count 20 µM: further read-out of NTR1 agonist, marked with its call; cell count; measured here: cell count, cytotoxicity flag
# The depositor's hits bear a star; i = inactive; / = no result given; [ ] = another dose, or the depositor's remark. Cut-off read from the data, not from the text of the source, unless noted: active = inhibition above about 50%; inactive = the rest. Not all compounds are listed (hit frequency here may not be typical).
no.	SMILES	KOR beta-arrestin-2	Yfh1-depleted yeast	CSM14.1 death rescue	KOR beta-arrestin-1	TNAP activators	GPR55 beta-arrestin	HEK293 NOD2/NF-kB	NTR1 agonist cell count 20 µM	NOD1 inhibition	NTR1 agonist
1	CCOC(=O)CC(C#N)c1c[nH]c2ccccc12 (configuration not stated)	31%	i	-2.5%	-2.4%	1.2	-0.1%	22%	84	/	-1.2
2	Cc1c(C)[n+](=O)c2c(n1[O-])CCCCC2	22%	i	/	-0.2%	1.1	0.3%	11%	54	-24%	-0.7
3	COc1cc2[nH]c(C(=O)NN)c(N)c2cc1OC	22%	i	/	1.2%	/	-0.1%	2%	64	-8%	-0.6
4	COc1ccc(C2c3c(oc4ccccc4c3=O)C(=O)N2c2ccccn2)cc1OC (configuration not stated)	0%	/	-0.3%	-2.5%	1.1	-0.1%	16%	57	-2%	-1.5
5	COc1ccc(/C=C/C(=O)c2ccc3ccccc3c2O)cc1CN1CCOCC1	-2%	i	0.7%	-4.1%	0.9	1.2%	-4%	56	-1%	1.8
6	COc1cccc(C(=O)Nc2c3c(nn2-c2ccc(Cl)cc2)CS(=O)(=O)C3)c1OC	12%	/	/	2.4%	/	-0.1%	0%	59	22%	0.3
7	CCCCCCOC(=O)c1ccccc1NC(=O)/C=C/C(=O)O	14%	i	2.5%	14%	1	-0.1%	17%	77	15%	-1.0
8	Cn1c(SCC(=O)Nc2ccc(Cl)cc2F)nnc1-c1ccco1	-10%	/	/	-3.3%	/	0.7%	17%	42	-30%	0.3
9	CCOc1cc(/C=N/NC(=O)COc2ccccc2C)ccc1OC(=O)c1cccs1	-4%	i	0.8%	17%	1	0.5%	6%	44	2%	10
10	Cc1ccccc1/C(N)=N/OC(=O)/C=C/c1ccccc1	-27%	i	-1.3%	0.6%	1.1	0.0%	-72%	67	-26%	1.2
11	Nc1nc(-c2cccnc2)nn1C(=O)c1ccc(Cl)cc1	0%	i	-1.7%	-3.0%	1	0.2%	9%	/	-26%	/
12	CCOC(=O)c1ccc(NC(=O)CC2SCCNC2=O)cc1 (configuration not stated)	8%	i	-0.6%	8.6%	1.1	-0.2%	-28%	66	-23%	-1.2
13	CC(=O)N(C)c1ccc(NC(=O)C(Sc2ccccc2)c2ccccc2)cc1 (configuration not stated)	8%	i	-0.2%	0.0%	1.2	0.2%	-1%	88	-2%	4.2
14	CC[C@@](C)(NS(=O)(=O)OCC(Cl)(Cl)Cl)c1ccccc1	-25%[20 µM]	/	/	-2.9%	/	0.4%	-6%	63	-11%	-2.7
15	O=C(NC1CCS(=O)(=O)C1)c1cccc(S(=O)(=O)N2CCOCC2)c1 (configuration not stated)	-1%	i	-1.5%	-3.1%	1.1	0.0%	3%	55	-21%	1.9
16	O=C(O)CCc1nn2c3ccccc3n(Cc3ccccc3F)c2nc1=O	32%	i	0.4%	-0.4%	1.1	0.1%	6%	50	-28%	-0.6
17	O=[N+]([O-])/C(=C\Nc1ccccc1)S(=O)(=O)c1ccccc1	29%	i	-0.9%	-2.8%	1	-0.1%	5%	47	-20%	1.7
18	O=C(Cc1ccccc1)c1c[nH]c(C(=O)O)c1	8%	i	2.0%	-7.0%	1.2	-0.6%	-2%	100	-25%	-1.2
19	Cn1ccnc1C1CCCCN1C(=O)c1cc(COc2ccc(F)cc2Cl)on1 (configuration not stated)	-40%[20 µM]	i	3.7%	-6.0%	1.1	0.7%	15%	36	-12%	0.1
20	Cc1nc(NCCc2ccc(S(N)(=O)=O)cc2)c2c3c(sc2n1)CCC3	-4%	i	2.0%	1.6%	1.1	0.5%	23%	60	4%	0.5
21	CC1CN(CCCSc2ccc(Cl)cc2)CC(C)O1 (configuration not stated)	-2%	i	-1.8%	0.4%	1.2	0.2%	-18%	60	-5%	0.7
22	CCOc1ccc(NC(=O)c2cc3c(C)nc4ccccc4c3o2)cc1	-78%	i	-1.8%	19%	1.2	-0.3%	-15%	74	0%	9.6
23	CCOC(=O)Nc1ccc(Cc2ccncc2)cc1	2%	i	0.9%	-3.1%	1	-0.2%	7%	60	-49%	3.9
24	O=C1CCC(C(=O)NCc2ccc3c(c2)OCO3)N1 (configuration not stated)	2%	i	7.6%	-0.2%	1.1	-0.4%	10%	59	-12%	-1.2
25	O=C(CCCn1c(=S)[nH]c2cc3c(cc2c1=O)OCO3)N1CCN(c2ccccn2)CC1	-4%	i	-0.5%	0.5%	1.1	-2.3%	19%	/	17%	/
26	Cn1c(NNC(=O)C2CCCCC2)cc(=O)n(C)c1=O	5%	i	-4.3%	-1.2%	1.1	0.3%	13%	70	-28%	0.5
27	CC(C)c1nnc(NC(=O)CSc2nnc(NC(=O)c3c(F)cccc3F)s2)s1	1%	i	-0.7%	-7.0%	1.2	-0.1%	-38%	45	-60%	-0.3
28	Cc1ccc(NC(=O)CN(C)C(=O)C2CC(=O)N(Cc3ccccc3)C2)cc1 (configuration not stated)	-28%	/	/	-0.1%	/	0.3%	-7%	65	-32%	0.0
29	Cc1cc(C(=O)c2cnc(/N=C/N(C)C)s2)cc(C)c1O	-9%	i	4.2%	-1.3%	1	-0.2%	-14%	79	0%	1.4
30	COc1ccc(C(=O)NN/C(C)=C/C(=O)c2ccccc2)cc1	-3%	/	/	-1.3%	/	-0.1%	-8%	41	-29%	-0.6
31	CCOc1ccc(CC(C(=O)NN)C(=O)NN)cc1CN(C)C	21%	i	-3.7%	-3.1%	1.1	0.1%	-2%	49	8%	0.1
32	COc1ccc(N2CCN(C(=O)NC3CCCCC3)CC2)cc1	-50%	i	-4.3%	1.9%	1.1	0.3%	9%	58	-12%	-1.4
33	C=CCOCC(O)CS(=O)(=O)Cc1ccc(Cl)cc1 (configuration not stated)	23%	i	-1.2%	-7.0%	1.2	0.5%	7%	49	-10%	1.6
34	CCC(C)(C)n1nnnc1C(c1ccc(C)cc1)N1CCCC1 (configuration not stated)	-6%	i	-1.0%	3.4%	1.1	-0.2%	-5%	48	-4%	-1.2
35	Cn1c(N)c(C(=O)N/N=C/c2ccccc2)sc1=S	2%	i	/	1.0%	/	0.3%	2%	59	-3%	3.1
36	Nc1ccc(-c2nc(-c3ccccc3)nc3ccccc23)cc1	14%	/	/	-2.9%	/	-0.1%	10%	50	1%	9.3
37	CN1CCN(CCCNC(=O)c2ccc3c(c2)N(Cc2ccc(F)cc2)CCS3)CC1	-43%	/	/	3.7%	/	-0.2%	-22%	48	-24%	0.0
38	COC(=O)c1ccc2c(=O)n(CCCCCC(=O)NCCNC(C)=O)c(=O)[nH]c2c1	-4%	i	0.0%	-2.2%	1.2	-0.2%	-1%	65	-24%	-0.1
39	CCOC(=O)N1CCC(N2CC34C=CC(O3)C(C(=O)Nc3ccc(OCC)cc3)C4C2=O)CC1 (configuration not stated)	32%	i	2.9%	-3.3%	1.1	0.3%	4%	64	5%	-1.8
40	O=C1c2ccccc2-c2onc3ccc(Oc4ccccc4)c1c23	14%	i	-0.5%	-3.6%	0.9	0.0%	0%	55	86%*	-1.2
41	OCCN1CCN(CCOc2cccc(Cl)c2)CC1	-29%	i	-0.5%	2.5%	1.1	-0.1%	2%	88	-28%	-0.6
42	Cc1cc(C)cc(NC(=S)NC(=O)CCN2C(=O)c3ccccc3C2=O)c1	-16%	i	-0.4%	1.9%	1	-0.1%	4%	84	-10%	8.6
43	Cc1ccc(NC(=O)c2sc3nc(N)c(C#N)cc3c2N)cc1	-3%	i	-0.6%	-2.8%	1	-0.2%	-10%	95	-13%	0.7
44	CCOC(=O)C1CCCN(c2cc(C)nc3cc(-c4ccc(Cl)cc4)nn23)C1 (configuration not stated)	-8%	i	2.9%	-7.7%	1.1	0.3%	15%	66	-12%	5.1
45	Cc1nn(-c2ccccn2)c2c1C(=O)CC(C)(C)C2Br (configuration not stated)	-10%	i	/	3.4%	/	0.0%	9%	52	-6%	-0.7
46	CC(C)(C)c1ccc(CSc2nnc(-c3ccccc3NC(=O)c3ccccc3)o2)cc1	-1%	i	0.4%	5.2%	1	0.2%	-3%	67	-17%	-1.1
47	Cc1cccc(C)c1NC(=O)CN1C(=O)COc2ccccc21	-7%[20 µM]	/	/	-2.3%	/	0.3%	0%	56	-3%	-0.7
48	O=[N+]([O-])c1cccc(-c2nnc(-c3ccccc3F)o2)c1	-10%[20 µM]	/	/	2.0%	/	-0.3%	-47%	60	-65%	2.8
49	CC(=O)N1CCN(Cc2nc(-c3cccc(Cl)c3)no2)CC1	-6%[20 µM]	i	0.9%	3.9%	1	0.5%	3%	54	-30%	-0.7
50	COc1ccc(NS(=O)(=O)c2ccc(/C=C/C(=O)O)cc2)cc1S(=O)(=O)N1CCOCC1	-20%	i	/	/	/	-0.2%	-14%	68	-8%	1.5
51	Cc1ccc(C(=O)NC(Cc2c[nH]c3ccccc23)C(=O)O)cc1 (configuration not stated)	12%	i	0.7%	-2.0%	1.1	0.3%	2%	72	-3%	-0.8
52	Cn1c(-c2ccc(F)cc2)cnc1NCc1ccccc1F	-36%[20 µM]	/	/	-3.5%	/	-0.3%	6%	70	-22%	-1.0
53	CN(/N=C/c1ccc(Cl)cc1)c1ncc(Cl)cc1C(F)(F)F	-22%	i	/	-3.0%	/	0.0%	18%	60	7%	1.9
54	CCNc1ccc(C(=O)OCC(=O)NC(=O)NCC(C)C)cc1[N+](=O)[O-]	20%[20 µM]	i	-1.0%	-7.9%	1	-0.1%	14%	63	-18%	-0.8
55	CC1Cc2ccccc2N1C(=S)NC1CCCC1 (configuration not stated)	-6%	/	/	1.1%	/	-0.2%	2%	71	7%	0.6
56	CCN(CC)CCN(CC(=O)Nc1c(C)cc(C)cc1C)C(=O)c1ccccc1	-30%[20 µM]	/	/	3.5%	/	0.3%	11%	56	4%	0.0
57	COC(=O)[C@@H]1CCCN1Cc1nc(Cc2ccccc2F)no1	-16%[20 µM]	i	-0.3%	/	1.1	-0.1%	-6%	53	-40%	2.1
58	COc1ccc(/C=C/C(=O)NC(=S)NCCc2ccc(OC)c(OC)c2)cc1	20%	i	-0.3%	-0.7%	0.9	0.7%	32%	44	-26%	0.9

# Source: PubChem BioAssay (several laboratories)
